Screening results (PubChem BioAssay)
CRFBP-R2 block – antagonists of CRF-BP/CRF-R2 complex, primary screen, cell-based, HEK293, calcium dye fluorescence, uHTS | CRF-induced calcium fluorescence | inhibition, % at 11.8 µM | hit rate 0.59% among 350,000 | AID 588475, 2011;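 active means inhibition of the ligand-induced calcium signal above about 50% at the single tested concentration, limit read from the data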
GalR3 antagonist – GalR3 antagonists in HEK293 cells, primary screen, cell-based, fluorescence readout. HEK293 GalR3-CNG cAMP membrane potential fluorescence; galR3 body fused to GalR1 C-terminus. hit rate 0.44% among 360,000. inhibition, % at 3 µM;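 active means inhibition above the screen-wide average plus 3 SD, cut at about 13% in these data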;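 further: forskolin and galanin both at EC90 stimulate the cells; cAMP rise reported by CNG channel membrane potential dye signal; 0% = forskolin plus galanin with DMSO and 100% = forskolin alone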
Target sequence (O60755 1-299 limits assumed): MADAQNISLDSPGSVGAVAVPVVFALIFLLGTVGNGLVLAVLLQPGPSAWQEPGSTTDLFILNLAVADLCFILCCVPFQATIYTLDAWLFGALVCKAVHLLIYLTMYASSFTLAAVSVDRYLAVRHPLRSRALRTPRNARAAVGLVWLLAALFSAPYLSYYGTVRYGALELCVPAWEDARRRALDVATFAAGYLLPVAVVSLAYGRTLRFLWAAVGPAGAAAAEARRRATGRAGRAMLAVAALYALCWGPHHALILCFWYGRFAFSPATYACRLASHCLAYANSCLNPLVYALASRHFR
MEKK3 PB1 HTS – modulators of MEKK3-MEK5 PB1 binding, primary screen, biochemical, wildtype MEKK3, multiplex bead flow cytometry, Alexa488-MEK5; bead-based flow cytometry, Alexa488-MEK5 binding to MEKK3; actives lie on both sides; 0 = blocked by unlabeled MEK5, 100 = vehicle; binding response (% of control), % at 10 µM; AID 1529, 2009; Mitogen-activated protein kinase kinase kinase 3 (Homo sapiens), Q99759; hit rate 1.4% among 290,000;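 active means binding response more than 3 SD above or below the average of its plate-row segment, actives on both sides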;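 further: Alexa488 bead fluorescence after subtracting the streptavidin-only scavenger bead signal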
Target sequence (Q99759 whole entry, looked up): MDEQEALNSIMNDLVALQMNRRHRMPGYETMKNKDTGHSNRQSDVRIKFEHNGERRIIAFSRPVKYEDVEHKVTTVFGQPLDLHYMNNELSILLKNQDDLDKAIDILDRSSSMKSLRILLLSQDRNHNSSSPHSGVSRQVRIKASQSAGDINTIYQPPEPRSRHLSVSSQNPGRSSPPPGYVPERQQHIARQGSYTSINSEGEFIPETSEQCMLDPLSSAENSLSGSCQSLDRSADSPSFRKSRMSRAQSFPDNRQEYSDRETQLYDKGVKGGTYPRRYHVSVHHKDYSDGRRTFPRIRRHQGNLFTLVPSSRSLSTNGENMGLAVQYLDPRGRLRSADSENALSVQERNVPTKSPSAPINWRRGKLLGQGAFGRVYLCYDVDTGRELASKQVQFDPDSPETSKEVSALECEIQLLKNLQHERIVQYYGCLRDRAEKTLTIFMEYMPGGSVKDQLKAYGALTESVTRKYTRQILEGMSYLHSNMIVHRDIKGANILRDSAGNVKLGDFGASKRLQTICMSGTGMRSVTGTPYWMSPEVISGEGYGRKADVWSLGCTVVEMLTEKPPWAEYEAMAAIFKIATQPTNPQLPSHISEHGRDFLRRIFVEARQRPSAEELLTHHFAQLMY
CHRM4 PAM – human M4 muscarinic receptor positive allosteric modulators, primary screen, CHO-K1 cells, Fluo-8 calcium fluorescence; activation, % at 3 µM; CHO-K1 hM4/Gqi5, ACh EC20; 0% = ACh EC20, 100% = maximal ACh; AID 624126, 2012; hit rate 0.4% among 360,000; Muscarinic acetylcholine receptor M4 (Homo sapiens), P08173;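 active means activation above its plate's cutoff, the mean activation of sample wells plus 3 SD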; further: some results filed as inactive read as strong as hits
CRFR2-BP ag – agonists of CRF-BP/CRF-R2 complex, primary screen, cell-based, HEK293, calcium dye fluorescence, uHTS; CRF-binding protein / CRF receptor 2 complex (human); calcium dye fluorescence (FLIPR); percent of saturating CRF peptide response; activation, % at 13.2 µM; hit rate 0.46% among 350,000; AID 588473, 2011;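 active means activation of at least 50%, plus an integration ratio under a set limit after plate pattern correction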;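 further: plate controls were neutral control wells without compound for no effect and CRF at EC100 for full effect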
p-CIP stab down – p/CIP-EGFP fusion destabilizers, primary screen, fluorescence, F442A cells; Q05BA5; 16 h; decrease of EGFP signal, % at 10 µM; hit rate 0.01% among 290,000; AID 1984, 2009;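 active means EGFP signal decrease of at least 30% at 10 µM or well 3 SD below plate mean, unless failing retest; inactive means the rest, including hits failing retest or dose response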; further: some compounds called inactive have numbers as strong as hits; many of its hits are not listed in these tables
IDE cell activ – human IDE activators in live cells, primary screen, fluorescence polarization, HEK cells, FAbeta-B substrate | FAbeta-B cleavage; 0% vehicle, 100% cell-free pure enzyme wells | activation, % at 5.96 µM | hit rate 0.073% among 340,000 | AID 493087, 2011;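 active means activation above the mean of all tested compounds plus 3 SD, set per screening campaign, cut at about 17% in these data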
IDE cell inh – human IDE inhibitors in live cells, primary screen, fluorescence polarization, HEK cells, FAbetaB substrate. Insulin-degrading enzyme (Homo sapiens), P14735. inhibition, % at 5.59 µM. FAbetaB cleavage. hit rate 0.41% among 320,000. AID 434962, 2010;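 active means percent inhibition above the average of all tested compounds plus 3 SD, set per screening campaign, cut at about 16% in these data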;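 further: IDE supplied by intact live HEK cells; FP after avidin binding of uncleaved biotin substrate so inhibition keeps polarization high; 0% = DMSO wells and 100% = 60 µM reference IDE inhibitor Ii1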
PHOSPHO1 block – PubChem AID 1565; Phosphoethanolamine/phosphocholine phosphatase (Homo sapiens), Q8TCT1; recombinant PHOSPHO1, absorbance phosphatase assay; inhibition, % at 13.3 µM; hit rate 1.1% among 290,000; in the data active means inhibition above about 60%
* = called active by the depositor; / = no result given.

SMILES | CRFBP-R2 block | GalR3 antagonist | MEKK3 PB1 HTS | CHRM4 PAM | CRFR2-BP ag | p-CIP stab down | IDE cell activ | IDE cell inh | PHOSPHO1 block
Cc1ccc(OCC(=O)Nc2ccc(C)c(S(=O)(=O)N3CCCCCC3)c2)c([N+](=O)[O-])n1 | 1 | 0 | 108 | -3 | -1.1 | -8 | 3 | 12 | 8
COc1ccc(NC(=O)c2ccc(NC(=O)C(C)C)cc2)c([N+](=O)[O-])c1 | -36 | -3 | 93 | 4 | -2.9 | -3 | -1 | 0 | 12
CCOC(=O)N1CCN(c2ccc(S(=O)(=O)N3CCOCC3)cc2[N+](=O)[O-])CC1 | 4 | 0 | / | 2 | -0.2 | / | 0 | -4 | /
O=C(CS(=O)(=O)c1ccc2ccccc2c1)N1CCCCCC1 | -2 | -1 | 107 | -10 | -0.9 | -2 | 1 | -1 | -1
Cc1occc1C(=O)n1nnc2ccccc21 | 19 | -5 | 98 | / | -0.7 | -117 | / | 4 | -7
Cc1cccc(C(=O)Nc2ccc(C(=O)N/N=C/c3ccco3)cc2)c1 | 4 | 0 | / | -1 | -0.5 | / | -1 | 0 | /
CC1CCCCN1S(=O)(=O)c1ccc(C(=O)Nc2nnc(C3=COCCO3)o2)cc1 (stereo unspecified) | 9 | 0 | 105 | 9 | 0.0 | -42 | 2 | 1 | 27
CCN(c1ccccc1)S(=O)(=O)c1ccc(C(=O)NC2CCN(Cc3ccccc3)CC2)cc1 | -25 | / | / | -12 | 4.6 | / | 4 | 3 | /
O=C(N/N=C/C1=Cc2ccccc2OC1)c1ccncc1 | 4 | -3 | 100 | 3 | -1.0 | 1 | / | 7 | 7
Cc1coc2c(C)c3oc(=O)c(CCC(=O)N[C@@H](C)C(=O)N[C@@H](Cc4ccccc4)C(=O)O)c(C)c3cc12 | 5 | -2 | 101 | 6 | -1.4 | 14 | 3 | 11 | -13
COc1ccc(/C=N/Nc2ncnc3sc4c(c23)CCCC4)cc1OC | -4 | -4 | 74 | 7 | -1.7 | 5 | -4 | -2 | -24
Cc1cc(Br)ccc1NC(=O)CN(C)C(=O)COc1cccc2c1OC(C)(C)C2 | -4 | -2 | / | 6 | -2.3 | / | 2 | 9 | /
COc1ccccc1CNc1ncccn1 | -4 | 10 | 102 | -1 | 1.6 | 3 | 1 | 5 | /
COc1ccc(S(=O)(=O)Nc2ccc3c(c2)C(=O)N([C@H](C)CO)C[C@H](C)[C@@H](CN(C)S(=O)(=O)c2ccccc2)O3)cc1 | -4 | -6 | / | 1 | -0.4 | / | 1 | 2 | /
COc1cccc(NC(=O)CC2C(=O)NC3CCCCC3N2C(=O)c2ccccc2)c1 (stereo unspecified) | 4 | 1 | 103 | -5 | 1.3 | 9 | -3 | 1 | 4
COc1ccccc1NC(=O)CN1C(=O)COc2ccc(C)cc21 | -3 | -10 | 106 | -2 | -4.0 | -44 | -2 | 1 | /
O=C(Nc1nnc(-c2cccs2)o1)c1ccco1 | 3 | 3 | 88 | 0 | -0.5 | -16 | -2 | 1 | 4
O=c1c(Cl)c(N2CCN(c3ccc(F)cc3)CC2)cnn1-c1nc2ccccc2s1 | 0 | 1 | 118 | 4 | -5.5 | 5 | 5 | 7 | -28
CCCCC(=O)N1CCCC(C(=O)OCC)C1 (stereo unspecified) | -12 | 1 | 102 | 5 | 0.8 | -15 | 1 | 2 | -11
Cn1c(NCc2cccs2)nc2ccccc21 | 8 | -3 | 108 | 1 | 2.1 | -1 | 11 | 12 | 6
CN(C(=O)c1ccccc1C(=O)OCC(=O)NCc1cccs1)C1CCCCC1 | 1 | -5 | 97 | 1 | 0.1 | 0 | 6 | 1 | -15
CCS(=O)(=O)c1ccc2oc(Nc3ccccc3Cl)nc2c1 | -2 | -3 | 105 | -10 | -2.4 | -6 | -3 | 2 | 14
O=C(c1ccc2c(c1)OCO2)[C@@H]1[C@@H]2C(=O)N(C3CCCCC3)C(=O)[C@@H]2C2c3ccccc3C=CN21 (stereo partly specified) | -11 | -4 | 104 | -11 | 29 | -18 | -8 | / | 27
CCN(C(=O)c1cc2ccccc2oc1=O)c1cccc(C)c1 | -11 | -7 | 98 | -9 | 4.0 | -6 | 3 | 0 | 0
COC(=O)c1cn(NC(=O)Cc2ccc(Cl)cc2)c(=O)c2ccccc12 | -35 | -6 | 98 | 6 | -1.1 | 0 | 7 | -1 | -2

Carrying on:
SMILES | CRFBP-R2 block | GalR3 antagonist | MEKK3 PB1 HTS | CHRM4 PAM | CRFR2-BP ag | p-CIP stab down | IDE cell activ | IDE cell inh | PHOSPHO1 block
C=CCn1c(SC(C)C(=O)NCc2ccc3c(c2)OCO3)nnc1C1CCCCC1 (stereo unspecified) | 1 | -8 | 108 | -3 | -0.6 | -18 | -2 | -1 | 30
O=C(Cn1nc(C(=O)O)c2ccccc2c1=O)Nc1ccc(Br)cc1 | -22 | -5 | 99 | -5 | 0.1 | -3 | 2 | -3 | 26
Nc1[nH]c(=O)[nH]c(=O)c1N=Nc1ccc(C(=O)O)cc1 | 9 | -9 | 115 | -3 | -0.1 | -17 | 2 | / | 24
COC(=O)c1ccc(Cc2ccccc2)o1 | 53* | 3 | 102 | -2 | -0.7 | -1 | 1 | 3 | 1
COc1ccccc1NC(=O)COc1ccc(Br)cc1CNCCCN1CCOCC1 | -16 | -7 | 99 | -3 | 0.1 | -1 | 5 | 2 | 70*
CC(=O)NC(Cc1ccccc1)C(=O)OCC(=O)c1ccccc1 (stereo unspecified) | 3 | -1 | 100 | 0 | -0.3 | -3 | 5 | 5 | -7
CCn1c(=NC(=O)C2COc3ccccc3O2)sc2c(OC)ccc(OC)c21 (stereo unspecified) | 37 | -2 | 98 | -21 | 1.5 | -5 | 3 | -2 | 24
CN(Cc1ccccc1)C(=O)N[C@@H](Cc1ccccc1)C(=O)O | 30 | -3 | 99 | 6 | -1.0 | -6 | -4 | -4 | -4
O=C(NCCN1CCOCC1)c1cnn2c(-c3ccccc3)cc(-c3ccccc3)nc12 | -13 | -7 | 83 | -7 | 0.6 | -7 | 8 | -1 | 8
O=C(Nc1ccc(C(F)(F)F)cc1[N+](=O)[O-])O[C@H]1[C@H](Cc2ccccc2)NS(=O)(=O)[C@H]2C[C@@H]3C=C[C@]12O3 | 0 | -2 | / | 5 | -1.1 | / | -2 | -3 | /
COC(=O)c1[nH]c(C)c(/C(O)=C2\C(=O)C(=O)N(CCN(C)C)C2c2ccc(C)o2)c1C (stereo unspecified) | 12 | -3 | 86 | -1 | 0.4 | -2 | -4 | 8 | -18
N/C(=N\OS(=O)(=O)c1cccc([N+](=O)[O-])c1)c1ccncc1 | 17 | 2 | 145* | -4 | -2.4 | -7 | 3 | 5 | 2
COc1ccc(CC(=O)NNC(=O)c2cccnc2)cc1OC | 17 | -2 | 109 | 8 | 1.6 | -10 | -4 | 2 | 37
Cc1cc(OCC(=O)N[C@@H](CSCc2ccccc2)C(=O)O)c2c(C)c(C)c(=O)oc2c1 | 2 | -6 | 107 | 13 | 2.7 | -18 | 5 | 7 | 24
CCN(CC)CCSc1nc(O)c(-c2ccccc2)c(=O)[nH]1 | 0 | -4 | 96 | 7 | -0.5 | -13 | 3 | -1 | 21
CC(C)(C)c1ccc(S(=O)(=O)N2C=CC(C(F)(F)F)=NCC2)cc1 | 2 | -6 | 97 | 4 | -0.1 | -3 | 4 | 2 | 12
O=c1c2ccccc2nnn1Cc1cccc2ccccc12 | -11 | -6 | 95 | 5 | -1.6 | -5 | -5 | 2 | 37
Cn1c(N)c(C(=O)COC(=O)c2nc(Cl)ccc2Cl)c(=O)n(C)c1=O | -3 | -4 | 101 | -2 | 1.7 | 3 | 3 | -2 | -8
Cc1ccc(SCc2cn3ccccc3n2)cc1 | 4 | -4 | 106 | -16 | -1.0 | 8 | -3 | 12 | 16
O=C(CSc1nnc2ncccn12)Nc1cccc2ccccc12 | 3 | -9 | 103 | -3 | 1.9 | -7 | 9 | 7 | 10
CCCCNC(=S)Nc1ccc(OC)nc1 | 7 | 2 | 89 | -4 | 2.1 | 1 | 4 | 8 | -10
CCOCC(=O)Nc1nc2ccc(C)cc2s1 | -12 | -6 | 106 | 6 | -0.5 | -10 | -7 | 7 | 4
COc1ccc(C2=NOC(Cn3c(Cc4ccc(Cl)cc4)nc4c3c(=O)n(C)c(=O)n4C)C2)cc1 (stereo unspecified) | 21 | -2 | 107 | -5 | 0.6 | 2 | -3 | 1 | 12
O=C1c2ccccc2S(=O)(=O)N1CC1CC(c2ccccc2)=NO1 (stereo unspecified) | 10 | -5 | 100 | -1 | -1.1 | 11 | 3 | -3 | 15
COc1ccccc1N1CCN(C(=O)c2sc3nc(-c4ccccc4)cn3c2C)CC1 | -16 | -1 | 87 | 1 | 1.5 | -2 | 0 | -2 | 7

Single records, as listed above. Order of screens: CRFBP-R2 block, GalR3 antagonist, MEKK3 PB1 HTS, CHRM4 PAM, CRFR2-BP ag, p-CIP stab down, IDE cell activ, IDE cell inh, PHOSPHO1 block
`CCOCC(=O)Nc1nc2ccc(C)cc2s1` is listed as -12, -6, 106, 6, -0.5, -10, -7, 7, 4
`Nc1[nH]c(=O)[nH]c(=O)c1N=Nc1ccc(C(=O)O)cc1` is listed as 9, -9, 115, -3, -0.1, -17, 2, /, 24
`COc1ccc(C2=NOC(Cn3c(Cc4ccc(Cl)cc4)nc4c3c(=O)n(C)c(=O)n4C)C2)cc1` (stereo unspecified) is listed as 21, -2, 107, -5, 0.6, 2, -3, 1, 12
`Cc1ccc(SCc2cn3ccccc3n2)cc1` is listed as 4, -4, 106, -16, -1.0, 8, -3, 12, 16

Further structures follow:
SMILES | CRFBP-R2 block | GalR3 antagonist | MEKK3 PB1 HTS | CHRM4 PAM | CRFR2-BP ag | p-CIP stab down | IDE cell activ | IDE cell inh | PHOSPHO1 block
C=CCn1c(C(C)NC(=O)COC)nc2ccccc21 (stereo unspecified) | -4 | / | 100 | 8 | -1.0 | -3 | 2 | 1 | 6
O=C(O)CCCCCN1C(=O)c2ccc(C(=O)O)cc2C1=O | 10 | -7 | 96 | 11 | -1.9 | -7 | 8 | -5 | 5
Cn1c(C(=O)N2CCC(C(=O)N3CCOCC3)CC2)cc2sccc21 | -13 | / | 111 | 3 | -2.9 | 3 | -1 | -1 | 34
Cc1ccc(-n2cc(CNC(C)c3cnn(C)c3)c(-c3ccc(F)cc3)n2)cc1 (stereo unspecified) | -27 | -7 | 105 | 1 | -0.6 | -6 | 0 | 0 | 46
CCn1c(SCC(=O)c2ccc3c(c2)OCCO3)nnc1-c1ccco1 | 9 | -4 | 98 | -4 | 0.0 | -18 | -4 | 9 | 4
COc1cccc(S(=O)(=O)NCc2ccc(C(=O)NCC3CCCO3)cc2)c1 (stereo unspecified) | -8 | -6 | 96 | -1 | -0.1 | -9 | 4 | 5 | 30
COC(=O)CCCC(=O)N1CCC(CCC(=O)NC2CC2)CC1 | -29 | -6 | 101 | 2 | 3.3 | 3 | 6 | 2 | 24
Brc1ccsc1/C=N/Nc1ccccc1 | 11 | -3 | / | 2 | -1.6 | / | -4 | -4 | /
CCOc1ccccc1Nc1nc(N)nc(CN2CCCCC2C)n1 (stereo unspecified) | -7 | 4 | 99 | -4 | 1.9 | -9 | 7 | -6 | -6
